eLon inh – E. coli protease La inhibition | hit rate 0.42% among 360,000 | inhibition, % at 7.94 µM | purified E. coli Lon protease, fluorescence polarization; in the data active means inhibition above about 13%, passing the limit was not always enough;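 further: 0% = enzyme with probe and DMSO and 100% = no enzyme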
Target sequence (P0A9M0 whole entry, looked up): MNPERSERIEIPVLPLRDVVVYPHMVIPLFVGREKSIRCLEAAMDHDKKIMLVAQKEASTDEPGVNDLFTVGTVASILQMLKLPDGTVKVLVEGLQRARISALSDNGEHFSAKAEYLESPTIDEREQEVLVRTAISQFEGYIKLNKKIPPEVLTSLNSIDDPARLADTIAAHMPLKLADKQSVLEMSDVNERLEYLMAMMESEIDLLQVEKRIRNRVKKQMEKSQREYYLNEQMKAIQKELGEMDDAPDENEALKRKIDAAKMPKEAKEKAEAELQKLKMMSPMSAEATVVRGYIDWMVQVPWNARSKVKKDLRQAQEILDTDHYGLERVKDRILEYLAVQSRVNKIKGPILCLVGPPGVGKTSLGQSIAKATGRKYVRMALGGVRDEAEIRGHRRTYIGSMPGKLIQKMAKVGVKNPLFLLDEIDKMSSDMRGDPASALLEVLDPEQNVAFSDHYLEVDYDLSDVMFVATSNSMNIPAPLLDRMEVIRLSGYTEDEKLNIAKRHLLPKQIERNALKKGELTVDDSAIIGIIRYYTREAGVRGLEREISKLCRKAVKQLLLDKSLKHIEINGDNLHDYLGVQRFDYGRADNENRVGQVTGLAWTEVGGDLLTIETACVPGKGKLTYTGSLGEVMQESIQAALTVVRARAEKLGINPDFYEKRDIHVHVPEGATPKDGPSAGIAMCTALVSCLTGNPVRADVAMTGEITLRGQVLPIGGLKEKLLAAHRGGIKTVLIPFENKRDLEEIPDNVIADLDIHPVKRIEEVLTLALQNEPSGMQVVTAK
TbMetRS inhib – Trypanosoma brucei MetRS inhibition; inhibition, % at 11.9 µM; purified T. brucei MetRS, ATP depletion, Kinase-Glo luminescence; AID 624268; hit rate 0.4% among 360,000;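 active means inhibition above a per-plate cutoff of the control wells' mean inhibition plus 3 SD, cut at about 5.5% in these data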;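 further: 0% = DMSO wells median and 100% = median of wells with control inhibitor compound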
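assay system = parasite MetRS enzyme | timing = 15 min preincubation, 2 h reaction, all 25 °C | evaluation = percent inhibition relative to median high and low control wells | medium = HEPES buffer containing pyrophosphatase, BSA, spermine, DTT | compound = single dose, 11.9 µM final nominal, 0.9% final DMSO | detection = Kinase-Glo luminescence, ATP depletion format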
MsrA inhibitor – bovine MsrA inhibition. purified bovine MsrA, absorbance read-out. inhibition, % at 15.5 µM. hit rate 0.75% among 360,000; in the data active means inhibition above about 4.5%;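 further: 0% = vehicle wells with enzyme and 100% = reference inhibitor wells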
MsrA act – activators of bovine methionine sulfoxide reductase A. purified bovine MsrA, absorbance read-out. activation, % at 10.6 µM. hit rate 0.3% among 360,000; in the data active means activation above about 7.5%;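 further: 0% = vehicle and 100% = reference activator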
Rin1 Abl inh – human Rin1-Abl interaction inhibition; P00519+Q13671; TR-FRET Rin1/Abl binding, biochemical; inhibition, % at 7.35 µM; hit rate 0.4% among 360,000; in the data active means inhibition above about 5%, passing the limit was not always enough
CSN deneddyl inh – blocks human CSN-mediated cullin deneddylation; Q92905; Purified CSN, SCF-Nedd8-OG deneddylation, fluorescence polarization; inhibition, % at 12.5 µM; hit rate 0.38% among 360,000;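 active means pattern-corrected inhibition above about 35%, with an unprinted fluorescence ratio check between 0.5 and 1.5, limit read from the data, passing the limit was not always enough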;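 further: 0% = enzyme with substrate and 100% = substrate without enzyme; some results filed as inactive read as strong as hits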
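Material: human Csn5 produced in HEK293T cells; Input: enzyme 0.24 nM; Reagent: SCFSkp2-Nedd8OG substrate at 10 nM final; Dosing: 12.5 µM compound; Incubation: 90 min reaction at room temperature; Detection: fluorescence polarization of the substrate; Evaluation: % inhibition of substrate cleavage by Csn5; Control set: substrate-only high control, full reaction low control.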
Neddylation inh – inhibitors of human cullin neddylation; TR-FRET cullin neddylation, biochemical; calls only at 25 µM; hit rate 0.58% among 360,000; AID 651699; in the data active means inhibition above about 36%
FAS-TE inh – FAS thioesterase (human) inhibition; recombinant FAS-TE, OMFH fluorogenic substrate, fluorescence endpoint; inhibition, % at 15 µM; hit rate 0.67% among 360,000; AID 602261;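 active means compounds whose normalised, plate-corrected inhibition of enzyme fluorescence in the single-dose primary screen is 50% or more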;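 further: 0% = DMSO with enzyme and 100% = substrate without enzyme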
MLLE-PAM2 inh – blocks PAM2 peptide binding to the PABP1 MLLE domain | P11940 | GST-MLLE / FITC-PAM2 fluorescence polarization | inhibition, % at 20 µM | hit rate 0.36% among 360,000 | AID 588489; in the data active means inhibition above about 35%, passing the limit was not always enough;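 further: plate controls were DMSO wells with GST-MLLE for no effect and wells lacking GST-MLLE protein for full effect; some results filed as inactive read as strong as hits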
An asterisk follows results filed as active; i = inactive; / = no result given.

SMILES | eLon inh | TbMetRS inhib | MsrA inhibitor | MsrA act | Rin1 Abl inh | CSN deneddyl inh | Neddylation inh | FAS-TE inh | MLLE-PAM2 inh
COc1ccc(F)cc1C(=O)C1CCCN(Cc2c[nH]c3ccccc23)C1 (stereo not drawn) | 2 | -0.2 | 0.3 | -4 | 2 | -1 | i | -6 | 4
NNC(=O)CN1CCN(c2ncc(C(F)(F)F)cc2Cl)CC1 | 0 | -0.3 | -2.1 | -2 | 2 | -10 | i | -3 | 7
COc1ccc(OC)c(/C=N/NC(=O)CC(=O)NC2CCCCC2)c1 | -7 | -0.2 | 3.8 | -5 | 3 | 1 | / | 0 | -15
CCSC1=C(C#N)C(c2ccccc2Cl)CC(=O)N1 (stereo not drawn) | -4 | -0.8 | -0.3 | -1 | -2 | -1 | i | -11 | 2
O=S(=O)(N[C@H]1C[C@@H](NS(=O)(=O)OCC(Cl)(Cl)Cl)C2CCCCC21)OCC(Cl)(Cl)Cl (stereo partly drawn) | -5 | -0.2 | 0.3 | 0 | -2 | -3 | i | 21 | 1
CC(/C=C1\SC(=S)N(C(C(=O)O)c2ccccc2)C1=O)=C\c1ccccc1 (stereo not drawn) | -8 | -0.2 | 0.2 | -4 | -4 | 14 | i | 12 | 10
N#Cc1cccc(C(c2nnnn2CCc2ccccc2)N2CCN(C3CCCCC3)CC2)c1 (stereo not drawn) | -9 | -0.4 | -0.4 | 0 | -2 | 3 | i | 4 | 0
O=C(Nc1ccccc1N1CCCCC1)c1ccc(F)cc1 | 7 | -0.4 | -0.1 | -3 | -1 | 2 | i | 25 | 2
CC(C(=O)NC(=O)NC1CCCCC1)N1CCN(c2ccccn2)CC1 (stereo not drawn) | -4 | -0.1 | 0.8 | 4 | 2 | 5 | i | -3 | 7
Cc1ccc(-n2c(=O)c3sccc3n(CC(=O)NCC3CCCO3)c2=O)cc1F (stereo not drawn) | -5 | -0.2 | 0.0 | -3 | 2 | -6 | i | -4 | -11
CC1Cc2cc(/C(O)=C3/C(=O)C(=O)N(CCN4CCOCC4)C3c3ccc(N(C)C)cc3)ccc2O1 (stereo not drawn) | -16 | 0.3 | 2.2 | -2 | -1 | 0 | i | -4 | -17
Cc1cc(NC(=O)NC(=O)c2ccccc2F)no1 | -10 | -0.4 | -0.7 | -5 | 5 | 3 | i | -3 | 10
CCCNC(=O)C1(C)CCN(Cc2cc3ccccc3o2)C1 (stereo not drawn) | 5 | 4.3 | 0.8 | -11 | 0 | -5 | i | -6 | -9
O=C(CSc1nccn1Cc1ccccc1)NC1CCCC1 | -6 | 0.1 | -0.5 | 6 | -2 | 0 | i | 0 | -3
O=[N+]([O-])c1ccccc1CCc1ccccc1[N+](=O)[O-] | -3 | -0.6 | 1.1 | -14 | -4 | 0 | i | 1 | 10
Cc1ccc(/C=N/NC(=O)Cc2c(F)cccc2Cl)s1 | 12 | -0.5 | 0.7 | -7 | -3 | 1 | i | 1 | -4
Cc1ccccc1C(=O)NC(=S)NC1CCS(=O)(=O)C1 (stereo not drawn) | 1 | -0.2 | -1.2 | -1 | 2 | 4 | i | -6 | 14
CCC(=O)Nc1ccc(S(=O)(=O)N2CCC(c3nc4ccccc4[nH]3)CC2)cc1 | 0 | 0.5 | 1.3 | -1 | 3 | -7 | i | -3 | -5
CC(C)Cc1cc(-c2ccco2)c(C#N)c(N)n1 | -19 | -0.2 | / | -3 | -2 | 19 | i | -6 | -43
Cc1noc(/C=C/N(C)C)c1S(=O)(=O)N1CCCC(C(=O)NCc2ccco2)C1 (stereo not drawn) | -19 | -0.6 | 2.5 | -3 | 0 | 1 | i | -4 | 1
O=C(c1ccco1)N1CCN(C(=O)c2cc(Cl)nc3ccccc23)CC1 | -7 | -0.5 | 1.6 | -3 | -1 | -1 | i | -6 | -4
CCS(=O)(=O)n1nc(-c2cccnc2)nc1NCc1ccc(F)cc1 | -1 | -0.6 | 0.2 | -2 | 0 | 7 | i | -2 | 0
COc1ccc([C@H]2C[C@H](n3cc(-c4ccc(F)cc4)nn3)[C@@H](O)CN2CC2CCCCC2)cc1 | -8 | -2.0 | 1.2 | -3 | -2 | 4 | i | 14 | -3
Cc1ccc(NC(=O)CCCc2c[nH]c3ccccc23)nc1 | 15 | -0.5 | 1.3 | -3 | 1 | -3 | i | 1 | -18
CC1SC(c2ccccc2Cl)NC1=O (stereo not drawn) | -2 | -1.3 | -0.4 | -6 | 2 | -3 | i | -3 | -2
CCN(CC)S(=O)(=O)c1ccc(NN)nc1 | 1 | 0.2 | 0.4 | -5 | 2 | -3 | i | -5 | 19
Cc1ccc(NC(=O)Cc2ccccc2Cl)cc1S(=O)(=O)N(C)C | -11 | -0.7 | -0.8 | -1 | -2 | 1 | i | -3 | -6
COc1ccc(CCNC(=O)C2CCN(C(=O)c3ccc(Br)cc3)CC2)cc1OC | 1 | 0.3 | 0.7 | -4 | 0 | 5 | i | -1 | -8
CC(C)(C)NC(=O)C(c1ccc(F)cc1)N(Cc1ccco1)C(=O)CCC(=O)Nc1nccs1 (stereo not drawn) | -2 | -1.1 | -0.8 | -4 | 2 | 0 | i | -2 | 12
CC(C)(C)NC(=O)CSc1ncnc2c1nnn2Cc1ccccc1Cl | -2 | -0.5 | -1.0 | -4 | 1 | 2 | i | 8 | 29
Cc1cccc(C)c1NC(=S)N1CCOCC1 | -4 | -0.7 | 0.1 | -6 | 0 | 2 | i | -4 | -5
c1ccc2[nH]c(CN3CCOCC3)nc2c1 | -1 | -1.1 | -1.4 | -8 | 5 | 4 | i | -14 | -2
O=CN1CCN(C(=S)Nc2ccc(OC(F)F)cc2)CC1 | 5 | -0.3 | -0.3 | -3 | -4 | -4 | i | -2 | -77
CCOC(=O)c1nnn(-c2nonc2N)c1CSc1nnc(N)s1 | -4 | 0.6 | 0.3 | -2 | 2 | 2 | i | -1 | 5
CC1(C)CC(=O)C(Sc2nnc(-c3ccc(NS(C)(=O)=O)cc3)n2Cc2ccco2)C(=O)C1 | -4 | -0.2 | 0.0 | -4 | 2 | 5 | i | -7 | -53
COc1ccc(-c2cnc(N)nc2-c2ccc(OCc3ccccc3)cc2O)cc1 | -3 | -0.2 | 3.0 | -3 | 0 | 0 | i | 27 | 2
O=S(=O)(c1ccc(SCCOc2ccc(F)cc2)nc1)N1CCCC1 | 13 | -0.6 | 1.2 | -8 | -1 | 3 | i | 35 | 30
COc1ccc(C(=O)OCC(=O)Nc2cc(C)on2)cc1S(=O)(=O)N1CCOCC1 | -7 | -0.9 | -0.1 | -9 | -2 | 4 | i | -11 | 0
CN(CC(=O)NCc1ccccn1)S(=O)(=O)c1ccccc1 | -2 | -0.2 | 0.6 | -3 | 2 | -4 | i | -10 | 1
Cc1cc(NC(=O)CCC(=O)N(c2ccc(F)cc2)C(C(=O)NC2CCCC2)c2cccnc2)no1 (stereo not drawn) | 13 | -0.4 | 2.4 | -2 | 5 | 4 | i | 0 | -6
Fc1ccc(CNCc2ccc3c(c2)OCO3)cc1 | -11 | -1.0 | -1.2 | -8 | 1 | -6 | i | -4 | 2
COc1ccc(Cl)cc1S(=O)(=O)Nc1noc2ccccc12 | 1 | -0.6 | 0.9 | -13 | 2 | 1 | i | -1 | 1
O=C(Nc1ccc(F)c(Cl)c1)c1csc([C@@H]2C[C@H](O)[C@@H](CO)O2)n1 | -1 | 0.2 | -1.1 | -2 | 0 | 0 | i | -8 | 14
O=C(CN(C1CCCCC1)S(=O)(=O)c1ccc(F)cc1)NCCCO | -4 | -0.8 | -0.9 | -1 | -1 | 6 | i | -3 | 5
CCOC(=O)c1c(C)[nH]c(C)c1S(=O)(=O)NCc1ccccc1C | -6 | 0.0 | 0.3 | -2 | 3 | -2 | i | -1 | -3
O=C(COc1ccc(-n2cnnn2)cc1)Nc1cc(Cl)cc(Cl)c1 | -7 | -0.6 | 0.1 | -14 | 4 | 0 | i | -2 | -1
CCN1CCn2c1nc(N1CCCCC1)nc2=O | -5 | 0.1 | 0.1 | -1 | 3 | 2 | i | 0 | -6
NS(=O)(=O)c1ccc(Nc2ccc3nonc3c2[N+](=O)[O-])cc1 | 4 | 1.0 | 0.5 | -1 | -2 | -3 | i | -8 | -3
COc1ccc(OCCOC(=O)c2[nH]c(C)c(C(C)=O)c2C)cc1 | -4 | -0.3 | 0.7 | -2 | 4 | -3 | i | -1 | -12
CCOC(=O)N1CCN(C(=O)c2ccc3oc(CCCc4ccccc4)nc3c2)CC1 | 11 | 0.1 | 0.6 | -1 | 4 | -5 | i | -3 | -7
COc1ccc(NC(=S)Nc2ccc(S(=O)(=O)N3CCOCC3)cc2)c(OC)c1 | -10 | 0.5 | 0.1 | 1 | -3 | -2 | i | -7 | 18
CCN=C(N/N=C/c1ccc([N+](=O)[O-])cc1)SC | 1 | 0.8 | 2.5 | 1 | 4 | -4 | i | -5 | -62
CCOC(=O)C1=C(O)C(=O)NC(c2ccccc2)=C(OCC)C1 | -2 | 0.2 | 1.7 | -2 | 2 | 1 | i | -9 | 22
COc1ccc(N2C(=O)CC(Sc3n[nH]c(-c4ccc(C)cc4)n3)C2=O)cc1 (stereo not drawn) | 0 | -0.4 | 0.5 | 7 | 3 | 1 | i | -10 | 38
O=C(O)CCCN1C(=O)/C(=C/c2ccc(-c3nc4ccccc4s3)o2)SC1=S | -22 | -0.8 | 0.4 | -3 | -3 | 122* | i | -1 | -71
Cc1ccc(S(=O)(=O)NC(=O)Nc2ccc(C)cn2)cc1 | 5 | -0.1 | 1.6 | -2 | -1 | -2 | i | -2 | 5
O=C(Nc1ccc(F)cc1)Nc1ccc(Oc2ncnc3cc(Cl)ccc23)nc1 | -1 | 0.6 | -0.7 | -4 | 1 | 2 | i | -1 | 1
O=C(Nc1ccccc1Br)c1ccc(OC(=S)N2CCOCC2)cc1 | 1 | -0.1 | 2.0 | -5 | 3 | -17 | i | -5 | -5
CC(=O)c1ccc(OCCCC(=O)NC2CCC(C)CC2)cc1 (stereo not drawn) | -6 | 0.2 | 0.1 | 0 | 1 | -6 | i | 1 | -4
COc1cccc(NC(=O)CSc2nnc(-c3cc(C)n(-c4ccccc4)c3C)o2)c1 | -9 | -2.1 | -0.9 | -1 | -5 | 4 | i | 19 | 2
COc1ccc(Cl)cc1NC(=O)CSc1nnc(C2CC2)n1C | 4 | -0.1 | -0.2 | -3 | -3 | 8 | i | -3 | 2
CC(=O)c1ccc(S(=O)(=O)N2CCN(C(=O)CCC3CCCC3)CC2)cc1 | -7 | -0.3 | -0.1 | -7 | 3 | -1 | i | 5 | -2

Part of the list above, set out differently.
Every second line gives: eLon inh, TbMetRS inhib, MsrA inhibitor, MsrA act, Rin1 Abl inh, CSN deneddyl inh, Neddylation inh, FAS-TE inh, MLLE-PAM2 inh
- Cc1cc(NC(=O)NC(=O)c2ccccc2F)no1
  -10, -0.4, -0.7, -5, 5, 3, i, -3, 10
- CCCNC(=O)C1(C)CCN(Cc2cc3ccccc3o2)C1 (stereo not drawn)
  5, 4.3, 0.8, -11, 0, -5, i, -6, -9
- O=C(CSc1nccn1Cc1ccccc1)NC1CCCC1
  -6, 0.1, -0.5, 6, -2, 0, i, 0, -3

Bioassay records: PubChem BioAssay, several laboratories
